Screens: PubChem BioAssay, National Center for Advancing Translational Sciences (NCATS)
ATXN2 expr inh = ATXN2 expression inhibition | HEK-293 ATXN2-luciferase reporter, luminescence, 24 h | Potency, µM (series often up to 57 µM), for the others: top-dose activity change, negative = inhibition, usual class: inhibitors | hit rate 0.72% among 360,000; note: potency is the fitted concentration of half-maximal effect; % is set by controls: 0 for no effect and ±100 for the full control effect; nearly all actives have a fitted effect of over 55% in size
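ATXN2-luciferase reporter cells (luciferase flanked by upstream and downstream ATXN2 gene portions) were treated 24 h at 37 °C with compounds at up to 57 uM. SteadyGlo luminescence gave expression; GF-AFC fluorescence gave viability.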
HT1080 IDH1KD tx = HT-1080 IDH1 knockdown cell toxicity (counter line); Potency, µM (highest dose often 46.1 µM), for the others: at the highest dose activity, negative = toxicity, usual class: cytotoxic; HT-1080 IDH1 knockdown viability, ATP luminescence, 48 h; hit rate 2% among 360,000;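 note: potency is the fitted concentration of half-maximal effect; 0% = DMSO wells and -100% = cell-free medium wells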
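Luminescent ATP read-out (CellTiter-Glo, 10 min at room temperature) after 48 h compound exposure at 37 °C gave viability of IDH1-knockdown HT-1080 cells. Activity was normalised to DMSO and cell-free wells, then fitted as concentration-response curves.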
MCF10A rerep = induces DNA re-replication in MCF 10a normal breast cells; MCF 10A DNA re-replication, Hoechst nuclear intensity, 48 h; Potency, µM (doses to about 46.1 µM), for inactives: top-dose activity, positive = re-replication, most hits filed as activators; hit rate 2.9% among 350,000; note: potency is the fitted concentration of half-maximal effect; % of control where 0% means no effect; nearly all actives have a fitted effect of over 50% in size
IL1B secr inh = inhibitors of inflammasome signaling (IL-1 beta secretion); hit rate 4.7% among 360,000; activity change, % at 57.5 µM; THP-1 LPS/ATP IL-1B secretion, AlphaLISA, 16 h; active compounds read low; in the data active = activity change below about -50%; inconclusive = mostly about -30% to -49%; note: % is set by controls: 0 for no effect and ±100 for the full control effect
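Secreted IL-1B measured by AlphaLISA bead assay after 16 h compound exposure of THP-1 cells; compounds (final up to 57.5 uM) added 1 h before LPS (250 ng/mL) and ATP (1.25 mM) stimulation; lower signal means less secretion.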
ATXN viability = viability counter-screen for ATXN expression inhibitors; Potency, µM (highest dose often 56.7 µM), hits mostly cytotoxic; S2 cells (HEK-293 line with an ATXN2-luciferase reporter) viability, CellTiter-Fluor protease fluorescence, 24 h; hit rate 0.49% among 400,000; note: potency is the fitted concentration of half-maximal effect; nearly all actives have a fitted effect of over 40% in size
HepG2 viability = counter-screen for TGF-b inhibitors: cytotoxicity in HepG2 cells; HepG2 CAGA-GFP viability, ATP luminescence, 18 h; Potency, µM (doses to about 46.1 µM), without a hit: top-dose activity change, negative = cytotoxicity, usual class: cytotoxic; hit rate 0.76% among 410,000; note: potency is the fitted concentration of half-maximal effect; some results filed as inactive show a strong effect at the top dose
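CellTiter-Glo luminescence gave cytotoxicity after 18 hours at 37 degrees C. The cells were HepG2 CAGA-GFP in 1% FBS DMEM, stimulated with 500 pg/mL TGF-beta after compound addition. %Activity was normalised to no-cell wells (complete cell-killing) and DMSO (no toxicity), and curves were fitted and classified.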
SW480 rerep = induces DNA re-replication in SW480 colon adenocarcinoma cells. SW480 DNA re-replication, Hoechst DNA content imaging, 48 h. Potency, µM (titrated, usually from 46.1 µM), without a hit: at the highest dose re-replication activation, actives largely listed as activators. hit rate 1.8% among 340,000; note: potency is the fitted concentration of half-maximal effect; % of control where 0% means no effect; nearly all actives have a fitted effect of over 55% in size
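Image-based DNA-content assay: after two days of treatment, nuclei were labelled with the DNA dye Hoechst and imaged, and hits were compounds raising the count of nuclei showing high fluorescence intensity.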
HT1080-NT tox = kills 2HG-producing HT-1080-NT fibrosarcoma cells | HT-1080-NT fibrosarcoma viability, CellTiter-Glo ATP luminescence, 48 h | Potency, µM (highest dose often 46.1 µM), without a hit: top-dose activity, negative = less viability, hits mostly cytotoxic | hit rate 1.6% among 360,000 | AID 686970;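 note: NT is the 2HG producing partner of a matched IDH1 knockdown line; potency is the fitted concentration of half-maximal effect; 0% = DMSO-treated cells and -100% = media-only wells without cells; nearly all actives have a fitted effect of over 55% in size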
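Viability by CellTiter-Glo luminescence after 48 h compound exposure at 37C of HT-1080-NT cells (750/well, RPMI, 5% FBS). % activity scaled between DMSO wells and medium-only wells, then curve-fitted and categorized by curve class.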
KB-3-1 tox = kills parental KB-3-1 adenocarcinoma cells; Potency, µM (series often up to 46.1 µM), without a hit: at the highest dose activity change, negative = cytotoxic, usual class: cytotoxic; hit rate 1.4% among 400,000; KB-3-1 viability, CellTiter-Glo ATP luminescence, 72 h; AID 1347075; note: potency is the fitted concentration of half-maximal effect; % is set by controls: 0 for no effect and ±100 for the full control effect; nearly all actives have a fitted effect of over 60% in size
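Screening of KB-3-1 cells (DMEM, 10% FBS, phenol-red free) ran from lowest to highest compound concentration; after 72 h at 37 °C viability was read luminescently and curves fitted.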
Starred values were filed as active, the others as inactive; i = inactive; ? = inconclusive; · = no result given; & = joins results of further samples; [ ] = another dose, or the depositor's remark. Unless noted, calls come from the whole dose curve; as a rule, active = well fitted curve in the direction sought with a large enough effect; inconclusive = small, poorly fitted or top-dose-only effect, or another doubt; inactive = no such curve, though single readings can be large; an effect the other way counts as inactive or inconclusive.

Order of values – ATXN2 expr inh | HT1080 IDH1KD tx | MCF10A rerep | IL1B secr inh | ATXN viability | HepG2 viability | SW480 rerep | HT1080-NT tox | KB-3-1 tox
O=C(COC(=O)c1cc(Cl)ccc1[N+](=O)[O-])Nc1cccc2ccccc12
→ -3.8% | 4.1% | 12.8% | 36.2 | i | -17.6% | -3.4% | 3.9% | -2.7%
COc1cccc(CN(C(=O)c2cc3ccccc3oc2=O)C2CC2)c1
→ 25.2% | -13.8% | 960.8%[0.0737 µM] | 13.9 | i | -24.7% | ? | -1.7% | -10.5%
C=CCN1C(=O)C2C(C(=O)NC3CCCC3)C3C=CC2(O3)C1C(=O)NC1CCCC1 (configuration not stated)
→ 23.5% | 8.7% | -1.3% | -1.9 | i | 5.4% | -5.1% | 11.9% | 4.5%
CCOC(=O)N1CCN(S(=O)(=O)c2cc([N+](=O)[O-])ccc2C)CC1
→ 3.6% | -1.9% | -23.6% | 10.2 | i | 0.4% | -41.2%[inhibitor] | -1.7% | 1.6%
Cn1c(=O)c2c(nc(N3CCOCC3)n2Cc2ccccc2F)n(C)c1=O
→ 1.4% | · | · | · | i | 1.1% | · | · | 2.7%
CN(C)CC(C)(C)CNS(=O)(=O)c1cccc2nsnc12
→ -5.3% | 23.5% | 1.4% | -1.7 | i | 13.8% | -2.5% | 14.1% | -3.7%
CCOC(=O)C1=CCC(c2cccn2C(=O)OC(C)(C)C)N(S(=O)(=O)c2ccc(C)cc2)C1 (configuration not stated)
→ 3.6% | -19.3% | · | 19.2 | i | -3.9% | · | -8.9% | -1.4%
O=C1c2ccccc2[C@@H]2C[C@@H](O)[C@H](Nc3ccccc3-c3ccccc3)CCN12
→ 8.6% | -0.7% | 19.7% | -0.9 | i | -8.9% | 8.6% | 1.1% | 0.0%
CCC(C)NC(=O)CS(=O)Cc1nc(-c2ccccc2C)oc1C (configuration not stated)
→ 6.7% | 0.2% | 0.1% | 27.2 | i | -2.6% | 0.9% | 2.4% | -1.6%
O=C(Cc1ccc(-n2cccc2)cc1)N1CCN(c2ccccc2F)CC1
→ -8.4% | 10.7% | ? | -9.9 | i | -0.1% | -3.4% | 7.4% | 4.1%
CCn1c(-c2ccc[nH]c2=O)nc2ccccc21
→ · | -1.1% | -3.6% | 22.3 | i | -0.6% | -13.1% | 0.2% | 2.1%
CC(=O)Nc1ccc(NC(=O)Cn2c(=O)n(-c3ccc(F)cc3)c(=O)c3oc4ccccc4c32)cc1
→ 10.0% | -1.0% | 27.2% | -16.5 | ? | 15.5% | 2.1% | -2.8% | 17.1%
COc1cccc(NC(=O)CSc2nnc(-c3ccc(C)cc3)o2)c1
→ 72.3%[activator] | -1.8% | -0.2% | 1.6 | i | -27.3% | 2.4% | -8.1% | -1.3%
Cc1c(/C(O)=C2/C(=O)C(=O)N(Cc3cccnc3)C2c2cccs2)cnn1-c1ccccc1 (configuration not stated)
→ 63.5%[activator] | 6.5% | -4.9% | -2.7 | i | -0.8% | -4.1% | 21.2% | 8.2%
O=C(NC1CCCCC1)C(c1cccs1)N(CC1CCCO1)C(=O)c1csnn1 (configuration not stated)
→ -4.3% | 0.4% | 8.9% | -1.7 | i | 1.0% | 1.3% | -2.1% | -5.3%
COc1ccc(NC(=O)C(Br)C(C)C)cc1 (configuration not stated)
→ -13.0% | -0.6% | -0.8% | -18.5 | i | -11.6% | 0.2% | 2.3% | -0.4%
Cc1ccc(NC(=O)CN2CCN(Cc3ccccc3)CC2)cc1Cl
→ 18.2% | -9.4% | 10.0% | 0.7 | ? | 6.1% | -2.5% | -29.6% | -7.6%
CCOC(=O)c1ccc(NC(=O)c2ccc3c(c2)OCO3)cc1
→ 5.1% | -21.5% | 16.8% | -11.8 | i | -21.7% | -9.0% | -16.1% | -6.7%
Cc1cccc(NC(=O)Cn2c(=O)n(C)c3ccccc32)c1
→ 0.3% | 5.2% | -10.0% | 1.3 | i | 0.6% | -2.7% | 7.6% | 10.2%
CCN(CCNC(=O)C1CCCN(S(=O)(=O)CC)C1)c1ccccc1 (configuration not stated)
→ 2.6% | -13.3% | 8.4% | -14.4 | i | 12.4% | -2.6% | 17.0% | -1.7%
CCCn1nc(-c2nnc(-c3ccc(C)c(C)c3)o2)c2ccccc2c1=O
→ -2.1% | -21.6% | 4.3% | 16.6 | i | 1.7% | -5.7% | 9.3% | 4.1%
CN(C)C=NC(=O)c1cn(-c2ccc(F)cc2)c(=O)c2ccccc12
→ 2.6% | 1.5% | 2.8% | 15.2 | i | -16.0% | 7.3% | 3.0% | 6.0%
CC1CCN(C(=O)CCCl)c2ccccc21 (configuration not stated)
→ 0.8% | 12.5% | -0.3% | -5.3 | i | 2.8% | -1.3% | 15.5% | 5.1%
COc1ccc(-c2csc(-c3cccs3)n2)c(OC)c1
→ 88.9%[activator][11.3 µM] | -3.2% | 2.3% | -3.0 | i | -14.8% | 8.6% | -1.9% | -10.4%
CN(C)c1ccc(NC(=O)COC(=O)Cn2nnc3ccccc32)cc1
→ 1.1% | -3.3% | -0.9% | 15.8 | i | -5.8% | -9.1% | 0.3% | 0.1%
COc1cc(C(=O)NCCCNc2ccc([N+](=O)[O-])cc2)cc(OC)c1OC
→ 5.1% | 10.5% | 1.0% | -8.0 | i | 4.0% | 2.8% | 9.3% | 19.2%
CC1C(c2ccccc2)=[N+]([O-])C2(CCCC2)N1O (configuration not stated)
→ -3.3% | 14.7% | 10.7% | 39.1 | ? | 4.2% | 1.5% | 18.4% | 1.4%
CCN(CC(=O)Nc1cc(Cl)ccc1C)C(=O)CCS(=O)(=O)c1ccc(Cl)cc1
→ -3.7% | 0.5% | 6.4% | -29.5 | ? | -5.4% | 0.0% | 3.9% | 1.2%
COc1ccccc1CNc1nc2ccccc2c2nc(-c3cccnc3)nn12
→ 2.2% | · | · | · | i | 1.5% | · | · | -4.9%
O=C(NCCc1ccccc1)c1ccc(Cl)c(S(=O)(=O)N2CCOCC2)c1
→ 12.2% | -2.6% | 9.9% | -23.3 | i | -4.5% | -9.6% | -29.3% | -17.5%

Given with bars between the fields: part of the list above.
molecule | ATXN2 expr inh | HT1080 IDH1KD tx | MCF10A rerep | IL1B secr inh | ATXN viability | HepG2 viability | SW480 rerep | HT1080-NT tox | KB-3-1 tox
C=CCN1C(=O)C2C(C(=O)NC3CCCC3)C3C=CC2(O3)C1C(=O)NC1CCCC1 (configuration not stated) | 23.5% | 8.7% | -1.3% | -1.9 | i | 5.4% | -5.1% | 11.9% | 4.5%
CCOC(=O)N1CCN(S(=O)(=O)c2cc([N+](=O)[O-])ccc2C)CC1 | 3.6% | -1.9% | -23.6% | 10.2 | i | 0.4% | -41.2%[inhibitor] | -1.7% | 1.6%
Cn1c(=O)c2c(nc(N3CCOCC3)n2Cc2ccccc2F)n(C)c1=O | 1.4% | · | · | · | i | 1.1% | · | · | 2.7%
CN(C)CC(C)(C)CNS(=O)(=O)c1cccc2nsnc12 | -5.3% | 23.5% | 1.4% | -1.7 | i | 13.8% | -2.5% | 14.1% | -3.7%

Other compounds follow:
Order of values – ATXN2 expr inh | HT1080 IDH1KD tx | MCF10A rerep | IL1B secr inh | ATXN viability | HepG2 viability | SW480 rerep | HT1080-NT tox | KB-3-1 tox
O=C(O)/C=C/c1ccc(-c2cccc(C(F)(F)F)c2)o1
→ 8.2% | -6.2% | -1.6% | -5.0 | i | -21.8% | -0.3% | -5.5% | 9.2%
COc1ccc(N(CC(=O)Nc2cc(C)ccc2OC)S(=O)(=O)c2c(C)noc2C)cc1
→ -35.0% | ? | ? | 43.1 | i | 5.3% | ? | ? | ?
Cc1cccc(Cn2cnc3c(NS(C)(=O)=O)c(C)c(C)cc32)c1
→ 84.5%[activator] | -25.8% | 0.2% | -29.3 | i | -7.9% | -2.5% | -9.5% | ?
CS(=O)(=O)NCC(c1ccco1)N1CCN(c2ccc(F)cc2)CC1 (configuration not stated)
→ -1.1% | 3.1% | -0.8% | 5.2 | i | -7.8%&-3.8% | -3.5% | 7.5% | 13.5%
O=C(Nc1ccccc1Cl)c1ccc(-n2cccn2)c([N+](=O)[O-])c1
→ -3.4% | -3.4% | 1.6% | -83.2* | i | -0.2% | ? | 2.3% | 6.3%
Cc1ccc2c(c1)c1c(c(=O)n(-c3cccc(Cl)c3)c(=O)n1CC(=O)NCC1CCCO1)n2C (configuration not stated)
→ 16.3% | · | · | · | i | -0.2% | · | · | -3.5%
Cc1cccc(N(C)S(=O)(=O)c2ccc3[nH]cc(C(=O)N4CCOCC4)c(=O)c3c2)c1
→ 7.1% | 7.3% | -3.3% | 29.7 | i | 7.2% | -2.2% | 8.2% | -1.3%
CCOc1ccccc1N(CC(=O)Nc1ccc(OC)cc1OC)S(=O)(=O)c1ccccc1
→ -5.3% | -10.2% | -1.4% | 0.0 | i | -19.4% | -15.4% | 9.0% | ?
O=C(Cn1nc([N+](=O)[O-])nc1Br)NC(c1ccccc1)c1ccccc1
→ 0.0% | 2.6% | ? | ? | ? | -1.5% | ? | 5.0% | -5.2%
CC1CCCC(C)N1c1nnc(NC(=O)Cn2c(=O)oc3ccccc32)s1 (configuration not stated)
→ -4.6% | 0.9% | 13.6% | 11.4 | i | -5.8% | -1.3% | -4.4% | 9.9%
CC(=O)NC(c1ccccc1)c1nc(-c2ccc(S(C)(=O)=O)cc2)cs1 (configuration not stated)
→ 5.8% | 2.4% | · | 10.7 | i | 7.1% | · | 9.4% | 0.0%
Cc1ccccc1C(=O)Nc1ccc(-c2nc3ccc(C(=O)c4ccccc4)cc3[nH]2)cc1
→ -3.1% | ? | ? | 24.6 | i | 1.2% | 16.1% | -21.6% | ?
COc1ccc(Br)cc1CN1CCCC(C(=O)N2CCCCC2)C1 (configuration not stated)
→ -23.7% | -19.9% | 15.0% | -3.1 | i | -28.0% | 1.6% | -3.4% | -4.6%
Cc1c(CCOC(=O)c2cccc([N+](=O)[O-])c2)sc[n+]1CC(=O)c1ccccc1
→ -7.6% | -2.1% | 27.4% | -3.2 | i | 8.9% | -32.5%[inhibitor] | -2.9% | -14.8%
